# mIAP activ: mouse IAP activation | muIAP, CDP-Star luminescence, 30 min; stronger effect = higher value; 1 = vehicle-only enzyme signal, 0 = enzyme-free wells | activation factor at 10 µM | hit rate 0.24% among 330,000 | AID 2805;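 active = activation factor of at least 2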; also: the source names both 10 and 20 µM as test concentration; values of inactives mirror those of a sister screen read the other way
#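 System: Mouse IAP enzyme | Also added: CDP-Star substrate | Dosing: Compounds dispensed in DMSO | Schedule: 30 min enzyme-substrate-compound incubation at room temperature | Technique: Chemiluminescence readout | Control set: DMSO-only wells and no-enzyme negative control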
# A3A deaminase: human APOBEC3A DNA deaminase inhibition | recombinant A3A, FAM/TAMRA ssDNA deamination fluorescence | hit rate 0.41% among 330,000 | inhibition, % at 20 µM | AID 493011;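 active = at least 40% inhibition at 20 µM here, with at most 30% in a related deaminase screen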;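 also: plate controls were A3A with DMSO for no effect and wells lacking A3A enzyme for full effect; some results filed as inactive read as strong as hits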
# Target sequence (P31941 whole entry, looked up): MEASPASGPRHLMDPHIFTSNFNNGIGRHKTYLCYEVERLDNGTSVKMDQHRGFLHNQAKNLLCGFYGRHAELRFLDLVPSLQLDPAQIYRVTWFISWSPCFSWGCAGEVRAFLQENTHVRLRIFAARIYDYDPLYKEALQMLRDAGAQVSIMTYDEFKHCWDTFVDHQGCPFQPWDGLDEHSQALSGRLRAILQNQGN
# hIAP block: blocks human intestinal alkaline phosphatase; P09923; purified IAP, CDP-Star luminescence, 30 min; inhibition, % at 10 µM; hit rate 0.12% among 330,000; AID 2544;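 active = inhibition reaching a set limit with compound at 10 µM in the primary screen, cut at about 35% in these data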;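 also: plate controls were DMSO wells with enzyme for no effect and no-enzyme buffer wells for full effect; values of inactives mirror those of a sister screen read the other way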
# Target sequence (P09923 whole entry, looked up): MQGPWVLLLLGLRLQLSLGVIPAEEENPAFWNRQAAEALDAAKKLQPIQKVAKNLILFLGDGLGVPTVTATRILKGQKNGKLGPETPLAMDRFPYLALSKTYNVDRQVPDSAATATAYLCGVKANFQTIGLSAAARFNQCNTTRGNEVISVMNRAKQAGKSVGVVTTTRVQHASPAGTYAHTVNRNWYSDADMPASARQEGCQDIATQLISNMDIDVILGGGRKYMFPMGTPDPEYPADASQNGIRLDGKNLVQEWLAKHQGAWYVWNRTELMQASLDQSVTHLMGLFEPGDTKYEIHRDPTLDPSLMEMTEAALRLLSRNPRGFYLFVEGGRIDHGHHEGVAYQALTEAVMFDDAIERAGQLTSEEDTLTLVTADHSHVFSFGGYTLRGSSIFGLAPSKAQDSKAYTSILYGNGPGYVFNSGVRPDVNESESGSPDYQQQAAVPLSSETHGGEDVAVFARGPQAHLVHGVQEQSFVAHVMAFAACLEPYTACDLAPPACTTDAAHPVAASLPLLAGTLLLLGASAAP
# hIAP activ: human IAP activation; P09923; purified human IAP, CDP-Star luminescence, 30 min; stronger effect = higher value; 1 = vehicle-only enzyme, 0 = enzyme-free background; activation factor at 10 µM; hit rate 0.16% among 330,000; AID 2524;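 active = activation factor of the enzyme at least 2-fold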; also: the source names both 10 and 20 µM as test concentration; values of inactives mirror those of a sister screen read the other way
# MPTP block: permeability transition pore inhibition | inhibition, % at 10 µM | hit rate 1.4% among 360,000 | AID 602449 | isolated mouse mitochondria, Ca2+ swelling absorbance, 30 min;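 active = inhibition of 50% or more, scaled per plate between neutral and stimulator controls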;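 also: 0% = DMSO wells given calcium and 100% = 1 mM EGTA wells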
# ATG4B inh: inhibitors of human ATG4B cysteine protease | Q9Y4P1 | ATG4B cleavage of LC3-PLA2, NBD-HPC fluorescence, 1 h | inhibition, % at 8.33 µM | hit rate 0.51% among 340,000; in the data active = inhibition above about 40%
# mIAP inh: blocks mouse intestinal alkaline phosphatase | hit rate 0.2% among 330,000 | inhibition, % at 10 µM | purified mouse IAP, CDP-Star luminescence, 30 min;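 active = inhibition of at least 40% at 10 µM in the primary screen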;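 also: plate controls were DMSO with enzyme for no effect and no enzyme wells for full effect; values of inactives mirror those of a sister screen read the other way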
# beta cell repl: MIN6 beta-cell proliferation induction. proliferation, % at 10 µM. AID 2380. hit rate 0.29% among 330,000. MIN6 cells proliferation, ATPlite luminescence, 48 h; cells starved in 0.2% serum; 100% = growth in 10% serum;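 active = compounds whose signal lies at least 3.5 SD above the mean of all wells on their plate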;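 also: 0% = DMSO-treated cells in low-serum medium and 100% = 10% serum control; some compounds called inactive have numbers as strong as hits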
# APOBEC3G inh: APOBEC3G (human) deaminase inhibition | Q9HC16 | recombinant A3G, ssDNA deamination FAM/TAMRA fluorescence | inhibition, % at 20 µM | hit rate 0.28% among 330,000;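 active = inhibition of at least 40% at 20 µM, with no more than 30% in the related APOBEC3A deaminase screen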;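 also: plate controls were DMSO wells with A3G for no effect and wells lacking A3G enzyme for full effect; some compounds called inactive have numbers as strong as hits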
# * marks the source's active call; other numbers are inactive results; . = no result given. Outcome played no part in choosing rows. Share with any hit: about 3.3%.
No.	structure	mIAP activ	A3A deaminase	hIAP block	hIAP activ	MPTP block
1	COC(=O)c1ccc(NC(=O)C(=O)NCC2CCCO2)cc1 (stereo not drawn)	1.1	2	6	0.94	2.2
2	O=[N+]([O-])c1ccc2nc(NS(=O)(=O)c3ccc(F)cc3)sc2c1	0.97	-1	-8	1.1	1.6
3	Cc1ccc([N+](=O)[O-])cc1-c1ccc(/C=N\n2nnnc2N)o1	0.91	9	-15	1.2	2.1
4	CS(=O)(=O)N(CC(=O)NCc1ccccn1)Cc1ccc(Cl)cc1	0.97	4	-25	1.2	-2.1
5	O=C(Nc1ccc2c(c1)OCCO2)c1ccc(Cl)cc1Cl	1.1	-4	-21	1.2	-0.5
6	Cn1nc(C(F)(F)F)cc1C(=O)NC1CCCCCC1	1.1	0	-11	1.1	0.4
7	CCOc1ccc(-c2c(C(=O)N/N=C/c3ccc(C)s3)nnn2-c2nonc2N)cc1	0.94	-3	-20	1.2	-1.8
8	O=C(COC(=O)c1ccc(O)cc1)Nc1ccc(Cl)cc1	0.9	2	-8	1.1	.
9	CC(=O)c1cc2c(cc1NC(=O)c1ccc(Cl)cc1)OCCO2	1.1	0	-3	1	1.4
10	Cc1nn(Cc2ccccc2)c2c1C(c1cccc(Cl)c1)C(C#N)=C(N)O2 (stereo not drawn)	0.95	-1	-3	1	0.9
11	NS(=O)(=O)c1ccc(NC(=O)COC(=O)c2cnc(Cl)c(Cl)c2)cc1	1.1	2	-3	1	1.2
12	Cc1ccc(NC(=O)c2ccc(S(=O)(=O)N3CCOCC3)cc2)c(C)c1	1.1	-3	15	0.85	-1.3

No.	ATG4B inh	mIAP inh	beta cell repl	APOBEC3G inh
1	-11	-9	1	2
2	10	2	4	-6
3	6	9	-1	1
4	-4	3	-2	0
5	-1	-12	-4	-4
6	-4	-9	-1	-8
7	-4	6	-4	-4
8	4	10	1	-6
9	-8	-14	-3	0
10	3	5	-2	-3
11	-4	-15	0	-2
12	-1	-6	0	-10

# (list continues)
No.	structure	mIAP activ	A3A deaminase	hIAP block	hIAP activ	MPTP block
13	CC1=CN(S(=O)(=O)c2ccc(C)cc2)C[C@@H]2[C@H]3CC[C@H](C3)[C@H]12	1.1	4	.	.	-3.3
14	COCc1ccc(C(=O)N(C)CC2CCCN(CCc3ccc(OC)cc3)C2)o1 (stereo not drawn)	0.86	2	-20	1.2	-0.1
15	Cc1cccc(NC(=O)c2cc(N3CCOCC3)nc3ccccc23)c1	1.1	-6	6	0.94	-7.2
16	CN1CCc2nc3sc(C(=O)C45CC6CC(CC(C6)C4)C5)c(N)c3cc2C1	0.86	2	-1	1	1.7
17	COc1ccc2cc(-c3ccccc3)ncc2c1	1.1	-5	-19	1.2	3.7
18	COc1cc(C)c(CN2CCN(C(C)C(=O)NC(C)c3ccccc3)CC2)cc1OC (stereo not drawn)	0.9	0	-8	1.1	-2.0
19	CC1Cc2cc(S(=O)(=O)N3CCC(C(=O)N4CCN(c5ccccc5F)CC4)CC3)ccc2N1C(=O)C1CC1 (stereo not drawn)	1	-5	-24	1.2	1.1
20	NC(=O)c1ccccc1NCC(=O)c1ccc(F)cc1	0.94	2	2	0.98	0.1
21	O=C(COc1ccc(Br)cc1)c1ccc2c(c1)CCCC2	0.9	2	-6	1.1	29
22	O=C(Nc1ccccc1)N1CCN(c2ccc(F)cc2)CC1	1	2	-17	1.2	1.7
23	Cc1cccc(NC(=O)CN(CC2CCCO2)C(=O)c2cc(S(=O)(=O)N(C)C)ccc2F)c1C (stereo not drawn)	1.2	0	-10	1.1	-1.9
24	Cc1ccn(CCC(=O)Nc2ccc3c(c2)OCO3)n1	0.96	-3	13	0.87	-0.9

No.	ATG4B inh	mIAP inh	beta cell repl	APOBEC3G inh
13	-5	-14	.	3
14	10	14	1	6
15	-2	-6	-4	-5
16	45*	14	-4	-6
17	-3	-6	-4	-5
18	0	10	-2	-6
19	-2	-2	-3	-7
20	-8	6	-2	-4
21	0	10	-3	-4
22	2	-3	-1	3
23	-12	-16	-4	0
24	-7	4	-2	-4

# More results
No.	structure	mIAP activ	A3A deaminase	hIAP block	hIAP activ	MPTP block
25	CC1(c2nnc(Cc3ccccc3)o2)CC(c2ccc([N+](=O)[O-])cc2)=NO1 (stereo not drawn)	1.1	6	-44	1.4	0.2
26	COC(=O)c1[nH]c2cc(OC)c(OC)cc2c1NC(=O)Oc1ccccc1	0.98	1	26	0.74	1.8
27	Cc1cc(Cl)ccc1OCC(=O)OC(C)C(=O)N(C)C (stereo not drawn)	0.88	12	4	0.96	-1.0
28	CCc1ccccc1C1=CC(=O)C[C@H](c2ccc(OC)cc2)C1	0.89	-1	4	0.96	2.0
29	CC1=CC(C)(C)N(C)C(=O)N1c1ccc(Cl)cc1	1.1	-8	-5	1	0.2
30	Cc1c(Cl)cccc1NC(=O)C(=O)NNS(=O)(=O)c1ccc(F)cc1	0.8	-2	-139	2.4*	0.4
31	Cc1cc([N+](=O)[O-])cnc1NC(C)c1ccccc1 (stereo not drawn)	0.93	3	2	0.98	1.7
32	CCN(CC)CCCNC(=O)C(C)Sc1nc(-c2ccccc2)cc(C(F)(F)F)n1 (stereo not drawn)	0.95	5	-7	1.1	1.1
33	CC(=O)C1=C(C)N(Cc2ccco2)C(=O)C1(NC(=O)C1CCCCC1)C(F)(F)F (stereo not drawn)	1.1	-2	-22	1.2	4.3
34	CC(OC(=O)CN1C(=O)c2ccccc2C1=O)C(=O)NCc1ccccc1 (stereo not drawn)	1	-2	-25	1.3	-0.9
35	COC(=O)c1c(NC(=O)CN2CCCC(C)C2)c2c(C)cccc2n1C (stereo not drawn)	0.96	2	-7	1.1	-1.6
36	COc1ccc(CN2CCSCC2)c(C)c1C	1.1	3	-32	1.3	0.3

No.	ATG4B inh	mIAP inh	beta cell repl	APOBEC3G inh
25	-7	-9	-2	22
26	6	2	1	6
27	-2	12	0	4
28	2	11	0	-7
29	-9	-10	1	-10
30	-3	20	-7	-4
31	-7	7	0	-1
32	-3	5	-5	3
33	-2	-5	-1	-3
34	-5	-1	2	-7
35	2	4	-2	-5
36	-1	-10	4	-5

# Other compounds
No.	structure	mIAP activ	A3A deaminase	hIAP block	hIAP activ	MPTP block
37	CCN(Cc1ccccc1)C(c1cccs1)c1nnnn1C1CCCCC1 (stereo not drawn)	1.1	-2	7	0.93	0.1
38	CC(C)(C)C1CCC(OC(=O)CN2CCCCC2)CC1 (stereo not drawn)	0.92	0	-4	1	2.8
39	CC(C)NS(=O)(=O)c1ccc(OCC(=O)Nc2ccc(F)cc2)cc1	0.94	-2	-2	1	-1.5
40	O=C(Nc1cccc(C(F)(F)F)c1)c1cc(-c2ccc(F)cc2)on1	0.85	-1	2	0.98	67*
41	COc1ccc(OCC(O)Cn2c(=N)n(Cc3ccccc3)c3ccccc32)cc1 (stereo not drawn)	1	4	-9	1.1	5.7
42	O=C1OC(CCl)CN1Cc1c(Cl)cccc1Cl (stereo not drawn)	0.95	-5	1	0.99	0.6
43	c1ccc(-c2noc(-c3cccs3)n2)nc1	0.99	-1	-24	1.2	-1.1
44	O=C(CSc1nc2ccccc2s1)NCCOc1ccc(Cl)cc1	1	-2	7	0.93	5.4
45	CC1CN(C(NC(=O)C(C)(C)C)C(Cl)(Cl)Cl)CC(C)O1 (stereo not drawn)	0.99	0	8	0.93	-1.5
46	Cc1ccc(N2C(=O)c3ccc(C(=O)N4CCOCC4)cc3C2=O)cc1C	1	-3	4	0.96	-1.4
47	O=C(Nc1cc(S(=O)(=O)N2CCOCC2)ccc1O)c1ccc(NS(=O)(=O)c2ccc(Cl)s2)cc1	0.97	3	10	0.9	-14
48	CC(C)CCC(=O)N1CCOC1=O	0.7	-4	-5	1.1	5.1

No.	ATG4B inh	mIAP inh	beta cell repl	APOBEC3G inh
37	-1	-5	-4	-3
38	-5	8	1	-2
39	3	6	1	0
40	-8	15	0	-1
41	-6	-4	-6	2
42	-9	5	-3	-9
43	17	1	-4	-6
44	-11	-4	-2	-3
45	-2	1	-1	0
46	-18	-4	-3	-2
47	7	3	-2	-3
48	10	30	-7	5

# Look-ups from the list.
# no. 46 in APOBEC3G inh has -2
# no. 44 in mIAP inh has -4

# Next section:
No.	structure	mIAP activ	A3A deaminase	hIAP block	hIAP activ	MPTP block
49	COc1ccc(S(=O)(=O)N2CCCC(C(=O)NCc3ccccn3)C2)cc1 (stereo not drawn)	1.1	-2	-34	1.3	-2.2
50	Cc1cnc(C(=O)OCC(=O)NC(C)CCc2ccccc2)cn1 (stereo not drawn)	0.99	0	9	0.91	0.0
51	CCOc1ncccc1C(=O)NCCc1ccc(S(N)(=O)=O)cc1	1	1	13	0.87	2.0
52	Cc1ccc(-c2cc(C(=O)Nc3ccccc3C(N)=O)c3ccccc3n2)o1	0.9	5	10	0.9	6.6
53	COc1cccc(NC(=O)C(OC(=O)/C=C/c2ccc3c(c2)OCO3)c2ccccc2)c1 (stereo not drawn)	1	2	2	0.98	3.9
54	C(=N\Nc1ccccn1)/c1c[nH]c2ccccc12	1	-2	9	0.91	2.6
55	NC(=O)c1ccccc1NC(=O)CCCc1ccccc1	0.98	-5	-12	1.1	-0.3
56	CC(=O)/C(=N/Nc1ccc(C)cc1)Sc1nnc(CCc2ccccc2)n1-c1ccccc1	0.92	-3	4	0.96	8.6
57	CC(O)[C@@H](C(=O)N1CCNCC1)n1cc(CCCCN)nn1 (stereo partly drawn)	1.1	2	2	0.98	-0.1
58	Cn1c(S(=O)(=O)O)nc2ccccc21	1	4	3	0.97	0.6
59	COc1ccc(C(=O)N2CCCC(c3ccccc3)=N2)cc1	1	-3	-2	1	-2.0
60	O=C(CN(C(=O)CNS(=O)(=O)c1ccccc1)c1ccc2c(c1)OCCO2)NCc1ccco1	0.98	7	-7	1.1	-1.4
61	CC1Cc2ccccc2N1C(=O)COC(=O)Cc1ccc(F)cc1 (stereo not drawn)	0.97	0	1	0.99	-3.1

No.	ATG4B inh	mIAP inh	beta cell repl	APOBEC3G inh
49	-7	-10	-1	-5
50	-5	0	-1	-5
51	-1	-2	0	-2
52	19	10	5	0
53	-3	-1	-2	-4
54	-1	-1	0	-4
55	2	2	-3	-7
56	6	8	-6	-4
57	2	-9	-1	7
58	-2	-1	1	1
59	1	-2	2	-4
60	-8	2	-3	1
61	5	3	-2	-6

# Structures shown so far that contain a furan ring, fused or not (five):
No.	structure	mIAP activ	A3A deaminase	hIAP block	hIAP activ	MPTP block
3	Cc1ccc([N+](=O)[O-])cc1-c1ccc(/C=N\n2nnnc2N)o1	0.91	9	-15	1.2	2.1
14	COCc1ccc(C(=O)N(C)CC2CCCN(CCc3ccc(OC)cc3)C2)o1 (stereo not drawn)	0.86	2	-20	1.2	-0.1
33	CC(=O)C1=C(C)N(Cc2ccco2)C(=O)C1(NC(=O)C1CCCCC1)C(F)(F)F (stereo not drawn)	1.1	-2	-22	1.2	4.3
52	Cc1ccc(-c2cc(C(=O)Nc3ccccc3C(N)=O)c3ccccc3n2)o1	0.9	5	10	0.9	6.6
60	O=C(CN(C(=O)CNS(=O)(=O)c1ccccc1)c1ccc2c(c1)OCCO2)NCc1ccco1	0.98	7	-7	1.1	-1.4

No.	ATG4B inh	mIAP inh	beta cell repl	APOBEC3G inh
3	6	9	-1	1
14	10	14	1	6
33	-2	-5	-1	-3
52	19	10	5	0
60	-8	2	-3	1

# Assay outcomes (PubChem)
